proCasp3 act = activators of human procaspase-3 D3A mutant, primary screen, biochemical, absorbance, PC-3 D3A mutant, single concentration; Caspase-3 (Homo sapiens), P42574; recombinant procaspase-3 D3A, Ac-DEVD-pNA absorbance 405 nm; activation, % at 8.5 µM; hit rate 0.11% among 330,000; AID 463141, 2010;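 active = activation above the mean of all tested compounds plus 3 SD, cut at about 21% in these data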;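 also: 0% = DMSO alone and 100% = DMSO wells spiked with extra 5 µM PC-3 D3A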
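Assay system – Procaspase-3 D3A mutant, all three cleavage aspartates alanine · Controls – DMSO-only low control, 5 µM PC-3 D3A high control · Schedule – 1 h compound preincubation, 2 h substrate hydrolysis at 25 °C · Signal – 405 nm absorbance of p-nitroaniline, reads at 0 and 120 min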
GASC-1 inh = inhibitors of GASC-1 histone demethylase, primary screen, biochemical, fluorescence, DELFIA europium | GST-JMJD2C(1-420) H3K9me3 demethylation | inhibition, % at 2.35 µM | hit rate 0.069% among 330,000;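 active = more than half of a compound's replicate wells show inhibition beyond 50%, single wells judged on their own value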;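 also: signal counts dimethyl H3K9 product captured on neutravidin plate; 0% = median of DMSO wells and 100% = 0.3 times that DMSO median; strong numbers were not always called active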
Target sequence (Q9H3R0 1-420 limits assumed): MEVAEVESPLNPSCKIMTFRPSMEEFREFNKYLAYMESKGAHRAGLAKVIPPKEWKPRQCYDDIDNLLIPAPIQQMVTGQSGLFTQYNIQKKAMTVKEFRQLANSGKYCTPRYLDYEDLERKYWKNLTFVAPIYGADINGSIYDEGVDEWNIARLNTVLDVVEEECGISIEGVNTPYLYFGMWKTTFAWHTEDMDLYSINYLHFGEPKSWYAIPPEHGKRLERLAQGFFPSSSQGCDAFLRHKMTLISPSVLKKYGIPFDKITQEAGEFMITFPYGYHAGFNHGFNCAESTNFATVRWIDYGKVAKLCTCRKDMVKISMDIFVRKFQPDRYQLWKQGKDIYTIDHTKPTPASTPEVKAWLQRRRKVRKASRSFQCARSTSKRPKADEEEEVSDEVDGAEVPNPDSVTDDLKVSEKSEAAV
Fh CTSL1 inh = Fasciola hepatica cathepsin L1 inhibitors, primary screen, counter-screen for PFM18AAP inhibitor project, biochemical, QFRET, fluorogenic peptide substrate; recombinant F. hepatica cathepsin L1, Z-Leu-Arg-MCA fluorescence; inhibition, % at 5.96 µM; hit rate 0.49% among 300,000;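 active = inhibition above the mean of all tested compounds plus 3 SD, set per screening campaign, cut at about 17% in these data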;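 also: 0% = plate median of test compound wells and 100% = 1 µM Z-Phe-Ala-diazomethylketone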
TPT1 inhibitor = Candida albicans TPT1 enzyme inhibitors, primary screen, biochemical, fluorescence polarization; tRNA 2'-phosphotransferase TPT1 (Candida albicans SC5314); inhibition, % at 5 µM; recombinant caTPT1, FP RNA substrate dephosphorylation; hit rate 0.81% among 300,000;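 active = inhibition above the mean of all tested compounds plus 3 SD, set per screening campaign, cut at about 24% in these data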;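 also: plate controls were DMSO alone for no effect and ferristatin control at 100 nM for full effect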
PP1 counter = PP1-alpha phosphatase inhibitors, primary screen, counter-screen for PP5 inhibitor project, biochemical, fluorescence, OMFP substrate, single point; purified PP1alpha; AID 2235, 2010; inhibition, % at 6.7 µM; hit rate 0.9% among 320,000; Serine/threonine-protein phosphatase PP1-alpha catalytic subunit (Homo sapiens), P62136;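 active = inhibition above the mean inhibition of all tested compounds plus 3 SD, computed separately for each screening campaign, cut at about 15% in these data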
Target sequence (P62136 whole entry, looked up): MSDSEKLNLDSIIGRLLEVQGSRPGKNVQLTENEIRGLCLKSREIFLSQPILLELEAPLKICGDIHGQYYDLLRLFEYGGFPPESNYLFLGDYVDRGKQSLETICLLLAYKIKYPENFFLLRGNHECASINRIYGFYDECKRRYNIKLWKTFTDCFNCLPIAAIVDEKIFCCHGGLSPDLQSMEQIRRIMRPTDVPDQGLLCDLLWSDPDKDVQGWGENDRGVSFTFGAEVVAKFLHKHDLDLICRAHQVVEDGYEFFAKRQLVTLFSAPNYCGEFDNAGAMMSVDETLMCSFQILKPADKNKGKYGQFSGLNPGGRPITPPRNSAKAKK
PP5 primary = PP5 phosphatase inhibitors, primary screen, biochemical, fluorescence; AID 1987, 2009; Serine/threonine-protein phosphatase 5 (Homo sapiens), P53041; hit rate 0.18% among 320,000; inhibition, % at 6.7 µM; purified PP5c, OMFP substrate fluorescence;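 active = inhibition above the campaign's mean inhibition across all tested compounds plus 3 SD, cut at about 9.5% in these data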;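 also: 0% = DMSO only and 100% = 100 µM cantharidin control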
core dimer inh = inhibitors of HCV core protein dimerization, primary screen, biochemical, TR-FRET, high-throughput. hit rate 0.33% among 300,000. TR-FRET GST/Flag-core106 dimerization, 1536-well. inhibition, % at 5 µM. AID 1899, 2009;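 active = inhibition above the mean of all tested compounds plus 3 SD, set per screening campaign, cut at about 45% in these data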
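Assay system – GST-tagged and Flag-tagged HCV core protein residues 1-106 · Quantity – core106 proteins, GST 13.5 nM and Flag 17 nM · Benchmarks – unlabelled core106 and no-GST-core106 wells · Read-out basis – percent inhibition of core106 dimerization signal · Detection – time-resolved FRET, ex 340 nm, em 617 and 671 nm · Schedule – 4 h at 22.5 °C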
Efflux pump mplx = inhibitors of Candida efflux pumps in yeast, primary screen, S. cerevisiae, Nile Red, multiplex. S. cerevisiae Candida pump triplex. inhibition, % at 10 µM. hit rate 0.44% among 330,000;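 active = plate passing quality check with inhibition over a set limit, or well fluorescence over plate mean plus 4 SD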;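 also: Nile Red retained in pooled yeast measured as flow cytometry median fluorescence; 0% = buffer negative control and 100% = Enniatin B positive control; higher means more Nile Red kept so more efflux inhibition; some compounds called inactive have numbers as strong as hits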
proCasp7 act = procaspase-7 activators, primary screen, counter-screen for procaspase-3 activator project, biochemical, absorbance, HTS, human; Caspase-7 (Homo sapiens), P55210; recombinant procaspase-7, Ac-DEVD-pNA absorbance 405 nm; D23A/D198A/D206A triple mutant, cannot self-cleave; scale: DMSO 0, 5 µM enzyme 100; activation, % at 8.5 µM; hit rate 0.093% among 330,000;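 active = percent activation above the screen-wide mean plus 3 SD, cut at about 25% in these data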
Target sequence (P55210 whole entry D23A/D198A/D206A): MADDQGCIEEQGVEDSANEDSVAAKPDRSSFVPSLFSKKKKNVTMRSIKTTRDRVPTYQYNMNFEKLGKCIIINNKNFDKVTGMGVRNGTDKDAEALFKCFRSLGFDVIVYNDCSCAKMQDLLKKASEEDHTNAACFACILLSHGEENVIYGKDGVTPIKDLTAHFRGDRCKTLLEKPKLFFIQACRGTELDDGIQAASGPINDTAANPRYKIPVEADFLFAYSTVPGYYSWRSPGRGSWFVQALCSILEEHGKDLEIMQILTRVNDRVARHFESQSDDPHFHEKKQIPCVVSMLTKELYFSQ
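Assay system: Uncleavable procaspase-7 mutant enzyme; Input: 2 µM procaspase-7 mutant as dispensed; Also added: DEVD-pNA substrate; Medium: Zinc-free HEPES pH 7.4 with 300 mM NaCl, 0.01% Triton X-100; Timing: 1 h compound preincubation, 2 h substrate cleavage, 25 °C; Measured by: Epi-absorbance of released pNA at 405 nm, two timepoints.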
* hit, by the source's call; x = not tested or not shown.

entry	Molecule	proCasp3 act	GASC-1 inh	Fh CTSL1 inh	TPT1 inhibitor	PP1 counter
1	O=C(NCc1ccccc1F)C12CC3CC(CC(C3)C1)C2	-2	5	-2	2	-2
2	CC(Sc1ccc(Cl)cc1)C(=O)Nc1ccc2c(c1)OCO2 (stereo unspecified)	-3	-1	2	-1	0
3	CCS(=O)(=O)N1CCN(C(C)CCc2ccccc2)CC1 (stereo unspecified)	-4	0	-2	3	-1
4	CN(Cc1nc2ccccc2c(=O)[nH]1)C(=O)c1cccc(S(=O)(=O)N2CCc3ccccc32)c1	17	0	x	x	x
5	COc1ccc(CC(=O)Nc2c3c(nn2-c2ccccc2C)CS(=O)C3)cc1 (stereo unspecified)	3	-6	1	-5	22*
6	CCOC(=O)C(C(=O)c1ccccc1)C1CC(C)NC(=S)N1 (stereo unspecified)	0	4	0	-5	-7
7	CCN1CCN(S(=O)(=O)c2cc3c(cc2Cl)NC(=O)CO3)CC1	-2	-3	5	2	-3
8	CSc1oc(-c2ccco2)nc1S(=O)(=O)c1ccc(C)cc1	9	7	1	1	5

entry	PP5 primary	core dimer inh	Efflux pump mplx	proCasp7 act
1	1.4	-3	0.0	1
2	3.4	2	-0.2	0
3	4.0	-4	0.2	2
4	x	x	-0.3	2
5	-0.1	-2	-0.1	10
6	-0.4	-13	-0.1	1
7	5.8	0	0.1	1
8	6.2	22	0.1	1

Next part.
entry	Molecule	proCasp3 act	GASC-1 inh	Fh CTSL1 inh	TPT1 inhibitor	PP1 counter
9	CCC1SC(=NC(=O)c2ccc(Cl)c(Cl)c2)NC1=O (stereo unspecified)	1	-1	-2	-2	-1
10	O=C(NC1CCCCC1)C1CCN(C(=O)c2ccc(Cl)cc2)CC1	5	5	0	1	1
11	C#Cc1ccc([C@@H]2C=C(C(=O)O)O[C@H](OCC)[C@H]2CCCO)cc1	1	1	-1	-1	0
12	CN1CCN(CC(O)COC(c2ccccc2)c2ccccc2)CC1 (stereo unspecified)	0	21	4	-2	-3
13	CCc1ccc(/C=C2/C(=O)NC(=O)N2C(C)=O)cc1	-7	7	-3	-1	-4
14	COc1ccccc1NC(=O)CCSCCC(=O)Nc1ccccc1OC	-6	0	-8	0	-2
15	CC1CC1C(=O)OCC(=O)NC(=O)NC12CC3CC(CC(C3)C1)C2 (stereo unspecified)	6	-13	-6	0	3
16	O=C1c2ccccc2C(Nc2ccccc2)N1c1cccnc1 (stereo unspecified)	2	-11	3	1	-3

entry	PP5 primary	core dimer inh	Efflux pump mplx	proCasp7 act
9	-1.9	-4	-0.1	5
10	2.5	-6	0.1	-3
11	-0.4	7	x	0
12	-4.0	0	-0.1	-2
13	0.4	1	-1.4	5
14	1.0	35	0.0	-8
15	2.5	3	0.1	6
16	-0.8	12	0.0	7

(more compounds)
entry	Molecule	proCasp3 act	GASC-1 inh	Fh CTSL1 inh	TPT1 inhibitor	PP1 counter
17	CCN(CC)CCOc1ccc2nc(N(C)C)sc2c1	-1	-4	-2	3	-1
18	Cc1noc(C)c1CSCC(=O)N(C)CC(=O)Nc1ccccc1Br	3	3	1	-3	-5
19	CC(=O)Oc1ccc2occ(C(=O)c3ccccc3)c2c1	-12	5	-33	-2	-2
20	CC(=O)N1CCN(c2ccccc2NC(=O)c2ccc(-c3cccc([N+](=O)[O-])c3)o2)CC1	-1	1	0	-1	-2
21	CC(C)Cn1c(-c2ccccc2)nc2ccccc2c1=O	-1	-3	-4	-3	1
22	CC(C)c1ccc(/C=C/C(=O)Nc2nncs2)cc1	-10	1	0	0	0
23	Cc1ccnc(NC(c2ccncc2)c2c(C)[nH]c3ccccc23)c1 (stereo unspecified)	-1	0	-3	-2	1
24	CCCc1nc2oc3c(NCCN4CCOCC4)ncnc3c2c2c1CCCC2	2	-6	0	3	1

entry	PP5 primary	core dimer inh	Efflux pump mplx	proCasp7 act
17	-0.3	-2	0.0	4
18	0.5	-1	0.0	3
19	2.9	1	0.0	5
20	-1.3	12	0.2	-6
21	0.7	6	0.1	10
22	1.9	-2	1.3	2
23	0.6	-3	-0.1	13
24	0.2	-4	0.2	3

The results go on:
entry	Molecule	proCasp3 act	GASC-1 inh	Fh CTSL1 inh	TPT1 inhibitor	PP1 counter
25	COc1ccc(N(CC(=O)Nc2cccc(C(C)=O)c2)S(C)(=O)=O)cc1OC	-3	10	1	0	-1
26	O=C(Nc1ccc(F)cc1F)N1CCCN(c2ccc([N+](=O)[O-])cn2)CC1	2	-23	0	-1	-3
27	COc1ccc(NC(=O)Cn2ccc3c(OC)cccc3c2=O)cc1	1	0	0	-3	-3
28	CC(=O)c1ccccc1N(C(=O)c1ccco1)C(C(=O)NC1CCCC1)c1ccc(C)cc1 (stereo unspecified)	-5	0	4	-3	-1
29	COc1ccc(S(=O)(=O)N2CCCCCC2)cc1C(=O)NCCc1ccc(F)cc1	-2	21	x	x	1
30	O=C(/C=C/c1cccc(F)c1)Nc1cc(S(=O)(=O)N2CCOCC2)ccc1Cl	6	-7	x	x	x
31	CCCCOc1ccc(N(CC(=O)NC(C)C)C(=O)CCC(=O)Nc2ccccn2)cc1	10	1	-2	-5	-2
32	Cc1ccc(S(=O)(=O)N2CCOCC2)cc1C(=O)N1CCN(S(=O)(=O)c2cccc(F)c2)CC1	3	6	x	x	-5

entry	PP5 primary	core dimer inh	Efflux pump mplx	proCasp7 act
25	-0.9	0	-0.1	13
26	-1.8	0	-0.2	-4
27	1.7	-5	0.0	-2
28	-1.1	1	0.2	8
29	1.6	x	0.0	7
30	x	x	-0.1	1
31	5.0	-2	-0.1	11
32	0.5	x	0.2	-3

One compound at a time, as listed above. Values in the order: proCasp3 act	GASC-1 inh	Fh CTSL1 inh	TPT1 inhibitor	PP1 counter	PP5 primary	core dimer inh	Efflux pump mplx	proCasp7 act
COc1ccc(S(=O)(=O)N2CCCCCC2)cc1C(=O)NCCc1ccc(F)cc1 is listed as -2	21	x	x	1	1.6	x	0.0	7
O=C(/C=C/c1cccc(F)c1)Nc1cc(S(=O)(=O)N2CCOCC2)ccc1Cl is listed as 6	-7	x	x	x	x	x	-0.1	1

Further structures:
entry	Molecule	proCasp3 act	GASC-1 inh	Fh CTSL1 inh	TPT1 inhibitor	PP1 counter
33	CSc1ccc(CN(C)Cc2nc3cc(C(F)(F)F)ccc3c(=O)[nH]2)cc1	7	-8	-1	0	4
34	O=[N+]([O-])c1cc(C(F)(F)F)ccc1N1CCCNCC1	-1	-14	-1	2	0
35	CC(OC(=O)c1cccc(-n2cnnn2)c1)C(=O)Nc1ccc(N(C)C)cc1 (stereo unspecified)	9	-7	-8	-1	-6
36	O=C(CN1CCN(C(=O)c2ccccc2)CC1)NC(=O)NCCC1=CCCCC1	-3	-2	x	x	x
37	Cc1cc(C)cc(N2C(=O)C3NN=C(C(=O)OCc4ccccc4)C3C2=O)c1 (stereo unspecified)	-1	-6	7	1	0
38	CC(C)(C)N(Cc1ccccc1)C(=O)COc1cccnc1[N+](=O)[O-]	-15	-35	-2	0	-2
39	Cc1cc(C)cc(N=C2SC(CC(=O)Nc3ccccc3)C(=O)N2CCN2CCOCC2)c1 (stereo unspecified)	5	81	6	-1	2
40	COc1ccc(CNCCC2(C(C)C)CCOC(C)(C)C2)cc1 (stereo unspecified)	0	5	0	2	-5

entry	PP5 primary	core dimer inh	Efflux pump mplx	proCasp7 act
33	1.7	-5	-0.1	0
34	0.2	0	-0.1	-2
35	0.0	-4	0.0	4
36	x	x	0.2	-6
37	3.6	11	-0.1	8
38	1.1	0	0.0	4
39	1.2	-6	0.1	0
40	-0.5	-4	0.0	-8

Following part.
entry	Molecule	proCasp3 act	GASC-1 inh	Fh CTSL1 inh	TPT1 inhibitor	PP1 counter
41	CN1CC(=O)N(CC(=O)NCc2ccc3c(c2)OCO3)C1=O	7	-14	2	-3	-5
42	CC(C)c1ccc(OCC(O)CN2CCN(c3ccccc3)CC2)cc1 (stereo unspecified)	-3	1	-2	1	4
43	O=C(NCC1CCCO1)C1CCCN(S(=O)(=O)c2cccc3nsnc23)C1 (stereo unspecified)	0	-3	2	-2	0
44	O=C(COc1ccc([N+](=O)[O-])cc1)Nc1ccc2c(c1)CCC2	6	1	x	x	3
45	N#Cc1nc(-c2ccccc2F)oc1N1CCCCC1	1	12	7	-1	2
46	CC1(C)CC(=O)C(C=NCCN2CCNCC2)=C(O)C1	-1	-8	2	-3	-1
47	O=C(COC(=O)c1ccco1)Nc1cccc(S(=O)(=O)N2CCCCC2)c1	-6	-1	x	x	x
48	O=C1C2CCCN2C(c2ccccc2)N1c1cccc(Cl)c1 (stereo unspecified)	-5	0	-3	-3	-1

entry	PP5 primary	core dimer inh	Efflux pump mplx	proCasp7 act
41	0.6	-2	0.0	-9
42	3.0	-12	-0.1	2
43	0.1	-1	0.0	-7
44	2.6	x	0.0	-4
45	-0.7	3	0.2	6
46	-0.3	2	-0.1	-5
47	x	x	0.3	-12
48	1.9	2	0.0	8

Values in list order from the entries so far.
PP1 counter for entries 41 to 48 → -5, 4, 0, 3, 2, -1, x, -1

Next section
entry	Molecule	proCasp3 act	GASC-1 inh	Fh CTSL1 inh	TPT1 inhibitor	PP1 counter
49	C[C@@H](C(=O)NC1CCCCC1)N1C(=O)N2CCc3c([nH]c4ccccc34)[C@@]2(C)C1=O	8	-1	2	0	1
50	Cc1csc(N2CCCC2=O)n1	16	4	2	-5	-3
51	N#CCCN(C(=O)COC(=O)c1cc2ccccc2oc1=O)c1ccccc1	1	x	x	x	-1
52	O=c1[nH]c(C2CCN(S(=O)(=O)c3ccccc3F)CC2)nc2c1nnn2Cc1ccc(F)cc1	2	1	3	2	7
53	COC(=O)C1=C(C)N(Cc2ccco2)C(=O)N[C@H]1c1ccc(Br)cc1	-1	2	5	3	2
54	CCCC(NC(=O)Cc1c(C)c2cc3c(C)c(C)oc3c(C)c2oc1=O)C(=O)N[C@@H](Cc1ccccc1)C(=O)O (stereo partly specified)	1	-3	-1	1	-4
55	O=C(NCCCN1CCCC1=O)c1cccc(S(=O)(=O)N2CCN(c3ccccc3)CC2)c1	-1	6	1	0	5

entry	PP5 primary	core dimer inh	Efflux pump mplx	proCasp7 act
49	2.2	1	-0.3	9
50	-0.5	-2	0.0	-1
51	2.0	x	0.1	-1
52	3.0	21	0.0	-4
53	2.2	6	x	0
54	4.0	-6	0.4	-2
55	3.8	-27	-0.2	0

Screening data as filed in PubChem BioAssay.
